TEAD-YAP inh: TEAD-YAP interaction inhibition; 640,000 compounds, 1.4% hits; inhibition, % at 9.12 µM; HEK-TIYL cells, TEAD-Gal4/YAP UAS-luciferase luminescence; in the data active means inhibition above about 32%;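 further: 0% = median of test compound wells and 100% = reference inhibitor wells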
MITF primary: human MITF inhibition, primary screen; O75030; inhibition, % at 2.6 µM; 650,000 compounds, 0.91% hits; AlphaScreen MITF homodimerization, bead proximity signal; in the data active means inhibition above about 50%;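 further: 0% = vehicle wells with protein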
Target sequence (O75030 whole entry, looked up): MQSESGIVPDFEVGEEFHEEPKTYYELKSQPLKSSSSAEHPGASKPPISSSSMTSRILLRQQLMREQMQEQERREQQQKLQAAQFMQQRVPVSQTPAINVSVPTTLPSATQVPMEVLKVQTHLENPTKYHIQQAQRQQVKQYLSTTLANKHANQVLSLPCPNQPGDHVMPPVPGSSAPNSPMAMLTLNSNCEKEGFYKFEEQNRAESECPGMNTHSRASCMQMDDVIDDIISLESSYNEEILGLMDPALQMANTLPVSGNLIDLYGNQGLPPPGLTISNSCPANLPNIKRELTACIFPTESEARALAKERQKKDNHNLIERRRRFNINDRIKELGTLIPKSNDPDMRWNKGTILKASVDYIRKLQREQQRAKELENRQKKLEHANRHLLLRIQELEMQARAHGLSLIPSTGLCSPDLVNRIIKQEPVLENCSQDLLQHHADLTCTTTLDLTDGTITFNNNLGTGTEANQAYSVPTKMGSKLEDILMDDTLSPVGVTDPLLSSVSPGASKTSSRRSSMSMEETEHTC
GPR151 activ: activates the human receptor GPR151. Q8TDV0. AID 1508602. 650,000 compounds, 1% hits. PathHunter beta-arrestin GPR151 cells, luminescence. activation, % at 11.2 µM; in the data active means activation above about 4.9%;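 further: 0% = median of compound wells and 100% = cells with positive control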
Target sequence (Q8TDV0 whole entry, looked up): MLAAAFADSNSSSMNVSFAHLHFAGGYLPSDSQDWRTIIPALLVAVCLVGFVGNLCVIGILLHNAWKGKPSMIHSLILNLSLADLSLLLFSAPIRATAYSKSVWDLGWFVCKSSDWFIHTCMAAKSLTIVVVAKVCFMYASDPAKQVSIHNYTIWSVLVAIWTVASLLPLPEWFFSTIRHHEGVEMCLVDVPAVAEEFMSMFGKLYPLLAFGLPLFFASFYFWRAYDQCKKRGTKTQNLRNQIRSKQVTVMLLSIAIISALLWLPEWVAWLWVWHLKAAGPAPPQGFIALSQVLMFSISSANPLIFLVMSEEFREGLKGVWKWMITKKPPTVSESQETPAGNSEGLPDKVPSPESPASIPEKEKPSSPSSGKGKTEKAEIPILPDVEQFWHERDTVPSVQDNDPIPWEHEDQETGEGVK
FBW7 act: activators of human E3 ligase FBW7 | normalized activity (activation), % at 26.1 µM | AlphaScreen FBW7–phospho-cyclin E peptide binding, activator screen | 650,000 compounds, 0.13% hits | Q969H0; in the data active means normalized activity above about 1.9%;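 further: purified mutant Fbw7 with reduced substrate affinity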
* hit, by the source's call; · = no result given; & = joins results of further samples.

Each structure is followed by: TEAD-YAP inh, MITF primary, GPR151 activ, FBW7 act
1	COC(=O)C1=C(C)NC2=C(C(=O)CC(c3cccs3)C2)C1c1cccc(OC)c1 (stereo not given)
    22&21, -4&25, 2.7&-0.1, 0.2&-0.1
2	CCn1c(C)c(P(=O)(N2CCOCC2)N2CCOCC2)c2ccccc21
    -5, 3, -0.8, 0.1
3	CS(=O)(=O)N1CCN(c2ccc(NC(=O)c3ccc([N+](=O)[O-])cc3Cl)cc2)CC1
    8, 5, -0.9, 0.1
4	CC1=C(C(=O)NC2CCCC2)C2(CCCCCC2)OC1=O
    -2, 18, -0.2, 0.1
5	O=[N+]([O-])c1ccc(-n2nncc2-c2ccco2)cc1
    -2, 1, -0.8, 0.1
6	CC(=O)N(C(=O)CNC(=O)Cn1cnc2sc3c(c2c1=O)CCCC3)c1cccc(N)c1
    7, 3, 0.7, -0.2
7	Cc1nnc(SCC(=O)N2CCCC2)n1-c1ccc(F)cc1
    8, 10, 1.6, 0.6
8	COc1cc(/C=C(\C#N)S(=O)(=O)c2ccccc2)cc([N+](=O)[O-])c1O
    12, 7, 0.5, -0.1
9	Cc1ccccc1Nc1c(-c2cccnc2)nc2ccccn12
    -22, 6, 1.6, 0.1
10	COc1ccc(C(=O)NCCCNc2nc3cc4c(cc3cc2C#N)OCO4)cc1OC
    -7, -1, 0.3, -0.1
11	CCCCC(=O)Nc1ccc(NC(=O)Cc2ccccc2)cc1
    -4, 7, 1.5, 0.0
12	COc1cc(C(=O)/C=C/Nc2ccccc2O)cc(OC)c1OC
    24, -6, -0.8, 0.1
13	CC1CC(C)CN(C(=O)C2CCN(S(=O)(=O)c3cccc4cccnc34)CC2)C1 (stereo not given)
    -18, 0, 3.0, -0.2
14	CCC(=O)N(C)c1nnc(C23CC4CC(CC(C4)C2)C3)s1
    5, 9, 1.2, 0.0
15	CC(=O)Nc1ccc(Oc2nnc(-c3ccc(C)cc3)c3ccccc23)cc1
    -2, 5, 0.1, 0.0
16	N#Cc1cccc(NC(=O)COC(=O)c2ccc(Cl)cc2N)c1
    -4, -2, -0.9, 0.0
17	Cc1ccccc1CSc1ncnc2c1nnn2-c1ccc(F)cc1
    6, -11, 2.2, 0.2
18	O=C(NC1CCCCCC1)c1ccc(N2CCCCCC2)c([N+](=O)[O-])c1
    -26, 11, 0.4, -0.3
19	COc1ccc(C(=O)Nc2ccc3oc(-c4ccc(Br)cc4)nc3c2)cc1OC
    -20, 21, -1.2, 0.1
20	CN(Cc1ccccc1)C(=O)C1CCN(S(=O)(=O)c2cnc[nH]2)CC1
    -20, 0, 0.9, 0.1

From compound 18 as far as 20, as listed above:
Each structure is followed by: TEAD-YAP inh, MITF primary, GPR151 activ, FBW7 act
18	O=C(NC1CCCCCC1)c1ccc(N2CCCCCC2)c([N+](=O)[O-])c1
    -26, 11, 0.4, -0.3
19	COc1ccc(C(=O)Nc2ccc3oc(-c4ccc(Br)cc4)nc3c2)cc1OC
    -20, 21, -1.2, 0.1
20	CN(Cc1ccccc1)C(=O)C1CCN(S(=O)(=O)c2cnc[nH]2)CC1
    -20, 0, 0.9, 0.1

More records:
Each structure is followed by: TEAD-YAP inh, MITF primary, GPR151 activ, FBW7 act
21	CCc1ccccc1N(CC(=O)Nc1ccc(F)cc1)S(C)(=O)=O
    8, 6, -1.1, 0.5
22	O=C1NC(=O)/C(=C\c2ccc(Oc3ccc(C(F)(F)F)cc3[N+](=O)[O-])cc2)N1
    9, -16, -0.1, -0.1
23	COC(=O)c1c(NC(=O)c2ccc(OC)c(OC)c2)sc(C)c1C
    -9, 3, 0.8, -0.1
24	O=C(Nc1ccc(F)cc1Cl)NC1(C(F)(F)F)Oc2ccccc2O1
    -31, 20, -0.9, 0.1
25	CCOc1ccc(N=C2SC(C(=O)Nc3ccc(C(=O)O)cc3)CC(=O)N2CC)cc1 (stereo not given)
    -2, 3, 0.2, -0.2
26	COc1cc(OC)c(-c2nc(-c3cccnc3)no2)cc1OC
    -7, -8, 2.8, 0.3
27	O=C(Cc1cn(-c2ccc(Nc3ccc(C(F)(F)F)cc3)nn2)c2ccccc12)NCCCN1CCCC1=O
    -3, -7, -1.1, 0.0
28	Cc1cc(-c2ccc(/C=N/NC(=O)c3nonc3N)o2)ccc1[N+](=O)[O-]
    -4, -4, -1.0, 0.0
29	CCOC(=O)COc1ccc(/C=C2/SC(=S)N(CC)C2=O)cc1OC
    2, 1, -0.1, -0.2
30	CCOc1ccc(NC(=O)COc2coc(CN3CCN(c4ccccc4F)CC3)cc2=O)cc1
    5, 10, 2.5, -0.1
31	COc1ccccc1NS(=O)(=O)c1ccc(S(N)(=O)=O)cc1
    3, 8, 1.4, 0.5
32	COc1ccc(-c2cc3c(=O)n(CC(=O)NCCCN4CCCCCC4)ncn3n2)cc1
    -22, 1, -0.9, -0.2
33	CC1CC(=O)C2=C(C1)OC(N)=C(C#N)C2c1ccc(F)c(F)c1 (stereo not given)
    0, 27, 3.5, 0.1
34	C/C=C(\C)CN1CCC(CO)(Cc2ccc(OC)cc2)CC1
    7, 4, 1.6, 0.0
35	CCCCCC(=O)/C=C/C=C\C/C=C\C/C=C\CCCC(=O)O
    ·, 4, -0.1, ·
36	CCCOc1ccc(C(=O)C(c2ccccc2)N2CCOCC2)cc1 (stereo not given)
    -1, 8, -0.1, 0.8
37	COc1ccc(-c2cc(C(F)(F)F)n3nc(C(=O)NCc4cccs4)cc3n2)cc1OC
    -1, 0, 7.2*, 0.1
38	O=C1C(c2ccccc2F)N(Cc2ccc(F)cc2)C(=O)CN1C1CCCCCC1 (stereo not given)
    4, 2, 1.1, 0.2
39	COc1cccc(-c2nc(=S)c3c(n2CCCN(C)C)CCCC3)c1
    2, 34, 0.6, 0.1
40	FC(F)(F)c1cccc(CN2CCSCC2)c1
    3, 18, 0.6, -0.2
41	COc1ccc(CC2(CCC(=O)NCCCn3ccnc3)CCC(=O)N2)c(F)c1 (stereo not given)
    -3, -17, -0.7, 0.1
42	CC(CCc1ccccc1)NC(=O)C(=O)Nc1ccccc1 (stereo not given)
    -62, -24, 2.5, -0.1
43	O=C(NC1CCN(S(=O)(=O)c2ccc3c(c2)OCCO3)CC1)c1cccc([N+](=O)[O-])c1
    -9, -8, 1.2, -0.1
44	O=C(Nc1ccc(C(=O)Nc2ccc(NC(=O)c3ccc(NC(=O)c4ccccc4)cc3)cc2)cc1)c1ccccc1
    -12, 10, -0.9, 0.0
45	CCOc1ccccc1CN1CCC2(CCC(CNC(=O)C3CCOCC3)O2)CC1 (stereo not given)
    -6, 8, 0.1, -0.1
46	O=C(c1ccc([N+](=O)[O-])cc1)N1CCN=C1SCc1cccnc1
    5, -1, 1.0, -0.2
47	CCOc1ccccc1OCC(=O)N/N=C/c1ccc(O)c([N+](=O)[O-])c1
    55*, 0, 0.3, -0.2
48	COc1ccc(O)c(/C=N/NC(=O)CCC(=O)Nc2cccc(C)c2)c1
    23, 30, 8.7*, -0.1
49	NC(=O)c1cc2c(ccc3ccccc32)oc1=Nc1ccc(F)cc1
    2, 3, -1.2, 0.1
50	O=C1N[C@@H](Cc2ccc(Cl)cc2)C(=O)N2CCN(C(=O)c3ccccc3Cl)C[C@H]12
    9, -6, -0.4, -0.1
51	O=c1c2ccc(Cl)cc2[nH]c(=S)n1-c1ccc(Oc2ccccc2)cc1
    -2, 8, 1.8, -0.1
52	CCn1c(Cc2ccccc2)nnc1Sc1ccc(C=O)o1
    -2, 10, 0.0, 0.8
53	COc1ccc(Nc2cc(C(=O)NCC(OC)OC)c3ccccc3n2)cc1
    16, -1, 1.1, 0.1
54	CN(C)c1ccc(C(=S)N2CCN(S(=O)(=O)c3ccccc3)CC2)cc1
    -5, 3, -2.0, 0.0
55	Cc1ccc2cccc(OCC(=O)c3cc(C)n(Cc4ccco4)c3C)c2n1
    -7, 11, -1.2, -0.3
56	CCOc1ccccc1-c1noc(CCCC(=O)Nc2cccc(C)c2)n1
    -32, -5, -0.3, -0.1
57	CCC(=N\Nc1nc(C)cc(=O)[nH]1)/C(CC)=N/Nc1nc(C)cc(=O)[nH]1
    0, -2, -1.8, 0.0
58	COC(=O)CN1C(=O)C(O)(c2c(C)[nH]c3ccccc23)c2ccccc21 (stereo not given)
    7, 23, 0.2, 0.8
59	CCOc1cccc(/C=C(\C#N)S(=O)(=O)c2ccc(C)cc2)c1
    -1, 11, 0.3, 0.9
60	Cc1ccc2c(C)nc(N3CCCC(NC4CC4)CC3)nc2c1 (stereo not given)
    -2, -9, 0.1, 0.1
61	COc1ccc(CC2(CO)CCN(Cc3cnc(SC)nc3)CC2)cc1
    1, 4, -0.7, 0.0
62	O=C1NC(=S)N(c2ccccc2F)C(=O)/C1=C/N1CCc2ccccc2C1
    -10, 10, -1.2, -0.1
63	Cc1ccc(-c2nc(N3CC4(C)CC3CC(C)(C)C4)c3ccccc3n2)cc1 (stereo not given)
    1, 7, 0.7, 0.1
64	COc1ccc(C(=O)N2CCN(S(=O)(=O)c3ccc(Cl)cc3)CC2)cc1OC
    0, -2, 0.4, -0.1
65	CCCCc1ccc(C2=N/C(=C\c3ccc(OC)c(OC)c3OC)C(=O)O2)cc1
    -10, -2, -0.4, -0.1
66	Nn1cnnc1N/N=C/c1ccccc1Cl
    11, 5, -0.8, -0.5
67	COc1cccc(Nc2cc(N3CCN(CCOc4ccc(Cl)cc4)CC3)c3noc4c3c2C(=O)c2ccccc2-4)c1
    -8, 20, -1.1, -0.6
68	Cc1ccc(C)c(N/N=C2\CCCNC2=O)c1
    8, 7, 0.5, -0.1
69	CC(C)=CCN1CCN(Cc2ccc(C#CCCO)cc2)CC1CCO (stereo not given)
    -8, 4, 1.5, -0.1
70	CCOC(=O)c1ccccc1NC(=O)c1ccc(Cl)cc1
    9, 12, 2.3, 0.0

Next part.
Each structure is followed by: TEAD-YAP inh, MITF primary, GPR151 activ, FBW7 act
71	CC(C)OCCCNC(=O)c1ccc2c(=O)n(Cc3ccco3)c(SCC(=O)c3ccc(F)cc3)nc2c1
    -3, 10, -0.7, 0.1
72	Cn1ccnc1SCCNC(=O)CC1C(=O)NCCN1CC1CCCCC1 (stereo not given)
    10, 15, 7.6*, 0.1
73	CC(CCc1ccccc1)NC(=O)CN1CCN(Cc2ccc(Cl)cc2)C1=O (stereo not given)
    -3, 7, 0.3, 0.3
74	CC(C)CCNC(=O)C1CCCN(C(=O)c2cc3sccc3n2C)C1 (stereo not given)
    -3, -5, 0.9, -0.1
75	COc1ccc(N(CC(=O)Nc2cccc(Br)c2)S(=O)(=O)c2ccccc2)c(OC)c1
    3, 1, -1.1, 0.8
76	Cc1cccc(C)c1OCC(=O)N=Nc1c(O)[nH]c(=O)[nH]c1=O
    -6, -8, 0.0, -0.5
77	Cc1ccc(C)c(N2CC(C(=O)NCc3ccccc3)CC2=O)c1 (stereo not given)
    10, 1, 0.8, -0.3
78	O=C(c1ccc(Cl)cc1)N1CCN(c2c(Cl)cccc2[N+](=O)[O-])CC1
    -3, 15, 0.7, -0.1
79	CCOc1ccc(C(c2sc3nc(C)nn3c2O)N2CCN(CCO)CC2)cc1OC (stereo not given)
    -1, -19, -1.2, 0.1

Structural class, the compounds so far with a Cl atom
Each structure is followed by: TEAD-YAP inh, MITF primary, GPR151 activ, FBW7 act
3	CS(=O)(=O)N1CCN(c2ccc(NC(=O)c3ccc([N+](=O)[O-])cc3Cl)cc2)CC1
    8, 5, -0.9, 0.1
16	N#Cc1cccc(NC(=O)COC(=O)c2ccc(Cl)cc2N)c1
    -4, -2, -0.9, 0.0
24	O=C(Nc1ccc(F)cc1Cl)NC1(C(F)(F)F)Oc2ccccc2O1
    -31, 20, -0.9, 0.1
50	O=C1N[C@@H](Cc2ccc(Cl)cc2)C(=O)N2CCN(C(=O)c3ccccc3Cl)C[C@H]12
    9, -6, -0.4, -0.1
51	O=c1c2ccc(Cl)cc2[nH]c(=S)n1-c1ccc(Oc2ccccc2)cc1
    -2, 8, 1.8, -0.1
64	COc1ccc(C(=O)N2CCN(S(=O)(=O)c3ccc(Cl)cc3)CC2)cc1OC
    0, -2, 0.4, -0.1
66	Nn1cnnc1N/N=C/c1ccccc1Cl
    11, 5, -0.8, -0.5
67	COc1cccc(Nc2cc(N3CCN(CCOc4ccc(Cl)cc4)CC3)c3noc4c3c2C(=O)c2ccccc2-4)c1
    -8, 20, -1.1, -0.6
70	CCOC(=O)c1ccccc1NC(=O)c1ccc(Cl)cc1
    9, 12, 2.3, 0.0
73	CC(CCc1ccccc1)NC(=O)CN1CCN(Cc2ccc(Cl)cc2)C1=O (stereo not given)
    -3, 7, 0.3, 0.3
78	O=C(c1ccc(Cl)cc1)N1CCN(c2c(Cl)cccc2[N+](=O)[O-])CC1
    -3, 15, 0.7, -0.1

Screening data from PubChem BioAssay.
